RNase H inhibition: RNase H inhibition, HIV 1 Gag Pol polyprotein, FRET biochemical assay, screening (AID 372) | HIV-1 RT RNase H, FRET RNA/DNA substrate fluorescence; higher % means a stronger effect | one-dose inhibition, % at 10 µM; IC50 in µM for titrated hits | hit rate 0.77% among 100,000; in the data active = inhibition above about 50%
The depositor's hits bear a star.

SMILES | RNase H inhibition
COC(=O)c1sccc1NC(=O)/C=C/c1cccs1 | 10%
Brc1ccccc1OCCCCCCN1CCOCC1 | 4%
CCc1cc2c(=O)n(-c3ccc(Cl)cc3)c(=S)[nH]c2s1 | 2%
Cc1cccc(NC(=O)CCC(=O)N/N=C/c2ccncc2)c1 | 6%
CC(C)(C)c1ccc(S(=O)(=O)Nc2ccc(Cl)cc2)cc1 | 7%
COc1ccc(S(=O)(=O)N(CC(=O)NN=C2CCCCCCCCCCC2)c2cc(C)cc(C)c2)cc1OC | 21%
O=C(Nc1ccc(S(=O)(=O)Nc2nccs2)cc1)c1cccnc1 | 8%
COc1cc(C2C3=C(CC(C)(C)CC3=O)OC3=C2C(=O)CC(C)(C)C3)ccc1OC(=O)N(C)C | 16%
CC1=C(C(=O)OCCc2ccccc2)C(c2cc([N+](=O)[O-])ccc2Cl)CC(=O)N1 (configuration not stated) | 21%
O=C(NC1CCSC1=O)c1c(Cl)cccc1Cl (configuration not stated) | 10%
CC(=O)c1cccc(N=Cc2cc(Br)cc(Br)c2O)c1 | 9%
COc1cccc(C(=O)Nc2ccc(O)c(-c3nc4ccccc4s3)c2)c1 | 7%
COc1ccc(CNCCC(c2ccccc2)C2CCOC(C)(C)C2)cc1 (configuration not stated) | 13%
CCC12c3ccccc3C(c3ccccc31)C1C(=O)N(c3ccccc3[N+](=O)[O-])C(=O)C12 (configuration not stated) | 8%
COc1ccc(C(=O)Nc2ccc(S(N)(=O)=O)cc2)cc1[N+](=O)[O-] | 0%
CCOc1ccc(-n2nc3ccc(NC(=O)c4ccc(F)cc4)cc3n2)cc1 | 8%
O=C(/C=C/c1cccc([N+](=O)[O-])c1)NCCCn1ccnc1 | 0%
O=C(CSc1nc(O)c(Cc2ccccc2)c(=O)[nH]1)Nc1nccs1 | 7%
CCOc1ccc(Br)c(C=C2C(=O)N(C)C(=O)N(C)C2=O)c1 | 23%
CC1=CC(C)(C)N(C(N)=S)c2cc(C)ccc21 | 10%
O=C1C(=O)N(c2ccccn2)C(c2ccc(F)cc2)/C1=C(/O)c1ccc(Cl)cc1 (configuration not stated) | 29%
COc1ccc(NC(=S)NC(=O)c2cccs2)c(OC)c1 | 15%
CC(C)Oc1ccc(/C=C(/NC(=O)c2ccccc2)C(=O)Nc2ccccc2)cc1 | 9%
COc1ccc(C2Nc3ccccc3C(=O)N2Cc2ccco2)cc1COc1ccc(NC(C)=O)cc1 (configuration not stated) | 5%
COCCOC(=O)C1=C(C)NC(=O)NC1c1ccc(Br)c([N+](=O)[O-])c1 (configuration not stated) | 18%
CCN(CC)CCCCOc1ccc(OC)cc1 | 8%
Cc1ccc[n+](CC(=O)c2ccc(N3C(=O)c4ccccc4C3=O)cc2)c1 | 4%
NC(=O)C1C(=O)Oc2ccccc2C1=O (configuration not stated) | 5%
O=C1c2ccccc2NC(c2ccc(F)cc2)N1c1ccccc1 (configuration not stated) | 1%
CCOC(=O)c1sc2c(c1NC(=O)c1ccc3c(c1)OCCO3)CCCC2 | 11%
COC(=O)C1=C(C)NC(=O)CC1c1ccc([N+](=O)[O-])cc1 (configuration not stated) | 7%
O=C(Nc1ccccc1[N+](=O)[O-])c1ccc(Br)o1 | 10%
CCCC1CCC(c2ccc(-c3nc(-c4ccccc4Cl)no3)cc2)CC1 (configuration not stated) | 11%
Cc1cc2c(o1)-c1c(oc3c(I)cc(I)cc13)CCC2(C)c1ccccc1 (configuration not stated) | 7%
COc1ccc(/C(N)=N/OC(=O)c2ccccc2I)cc1 | 8%
O=c1c2ccccc2nc2sc(=S)[nH]n12 | 27%
COc1ccc2oc(=O)c(-c3csc(Nc4ccccc4Br)n3)cc2c1 | 8%
O=C(c1cc(Cl)ccc1Cl)N1CCN(c2ccccc2)CC1 | 5%
CCOc1ccc(NC(=O)CCCN2C(=O)/C(=C/c3ccccc3Cl)SC2=S)cc1 | 0%
O=C1/C(=C\c2ccc(-c3ccc(Cl)cc3)o2)Sc2ccccc21 | 8%
O=C(N/N=C/c1ccco1)c1ccccn1 | 2%
CC(C)Oc1ccc2c(-c3ccccc3)cc(=O)oc2c1 | 0%
COc1ccc(OC)c(/C=N/NC(=O)Cn2cnc3ccccc32)c1 | 0%
CC(=O)C1=C(O)C(=O)N(CCN2CCNCC2)C1c1ccc(C)cc1 (configuration not stated) | 7%
COCCOC(=O)c1c(C)oc2ccc(OCC(=O)c3ccc(Br)cc3)cc12 | 0%
Cc1c(C(=O)NN)c2cc(O)ccc2n1CCO | 11%
N#C/C(=C\C=C\c1ccccc1)C(=O)NCC1CCCO1 (configuration not stated) | 0%
O=C(Nc1nc(-c2ccccc2)cs1)Nc1cccc2ccccc12 | 16%
COc1ccc(-c2cc(C(F)(F)F)n3nc(C(=O)Nc4cccnc4)c(Cl)c3n2)cc1 | 0%
O=C1NC(=O)/C(=C/c2ccc3c(c2)OCO3)S1 | 7%
COC(=O)c1ccc(C(=O)OC)c(NC(=O)c2c(OC)cccc2OC)c1 | 19%
O=C(Oc1ccc(Cl)cc1)c1cccs1 | 5%
CCC(C)c1ccc(NC(=O)C2C3C=CC(C3)C2C(=O)O)cc1 (configuration not stated) | 7%
COc1ccccc1OCCCOc1c(Cl)cc(C)cc1Cl | 20%
Cn1nccc1C(=O)Nc1ccc(Cl)cc1Cl | 6%
CCOc1cc(C=O)cc(N=Nc2cccc([N+](=O)[O-])c2)c1O | 0%
COc1ccc(C(=O)Oc2ccc(C(=S)N3CCC(C)CC3)cc2OC)cc1 | 15%
O=C(COc1ccc(Br)cc1Cl)Nc1cccnc1 | 24%
CCOC(=O)C(NC(C)=O)C(O)c1cccc(N)c1 (configuration not stated) | 3%
Cc1ccc(SCCNC(=O)CN(c2ccc([N+](=O)[O-])cc2)S(=O)(=O)c2ccccc2)cc1 | 19%

Later entries.
SMILES | RNase H inhibition
CCC(C)NC(=O)NS(=O)(=O)c1ccccc1Cl (configuration not stated) | 13%
O=C(NCc1ccccn1)C(=O)N/N=C/c1ccc(F)cc1 | 17%
COC(=O)CCCC[C@@H]1SC[C@@H](NC(=O)c2ccccc2)[C@@H]1O | 1%
COc1ccc(N(CC(O)CN2CCCCC2)S(=O)(=O)c2ccccc2)cc1 (configuration not stated) | 4%
CC1=C(C#N)c2nc(N)c(C#N)c(C)c2/C1=C/c1ccc(-c2ccc([N+](=O)[O-])cc2)o1 | 7%
CCOc1cc(C(=O)Nc2ccc(Br)cc2F)cc(OCC)c1OCC | 7%
COc1ccc(C)cc1N(CC(=O)NCCSCc1ccccc1)S(C)(=O)=O | 27%
Cc1ccccc1N1CCN(Cc2cccc3ccccc23)CC1 | 11%
CCC1C(=O)N(c2nc(-c3ccc(I)cc3)cs2)N=C1C (configuration not stated) | 15%
Cc1cccc(OCC(=O)NC(C)c2ccccc2)c1 (configuration not stated) | 9%
Cc1ccc(/C=N/NC(=O)c2ccc(-c3ccccc3)cc2)o1 | 8%
N/C(=N\OC(=O)c1ccc(Br)cc1)c1ccccn1 | 2%
CCOC(=O)C1C(=O)C=C(c2ccccc2)CC1c1ccccc1 (configuration not stated) | 24%
COc1cc(-c2nc3sc4c(c3c(=O)[nH]2)CCCC4)ccc1OCC(=O)O | 5%
CSc1ccc(S(=O)(=O)N(CC(=O)NC2CCCCC2)c2ccc(C)cc2)cc1 | 13%

Part of the list above, comma-delimited.
compound,RNase H inhibition
O=C(Oc1ccc(Cl)cc1)c1cccs1,5%
CCC(C)c1ccc(NC(=O)C2C3C=CC(C3)C2C(=O)O)cc1 (configuration not stated),7%
COc1ccccc1OCCCOc1c(Cl)cc(C)cc1Cl,20%
Cn1nccc1C(=O)Nc1ccc(Cl)cc1Cl,6%
CCOc1cc(C=O)cc(N=Nc2cccc([N+](=O)[O-])c2)c1O,0%
COc1ccc(C(=O)Oc2ccc(C(=S)N3CCC(C)CC3)cc2OC)cc1,15%
O=C(COc1ccc(Br)cc1Cl)Nc1cccnc1,24%
CCOC(=O)C(NC(C)=O)C(O)c1cccc(N)c1 (configuration not stated),3%
Cc1ccc(SCCNC(=O)CN(c2ccc([N+](=O)[O-])cc2)S(=O)(=O)c2ccccc2)cc1,19%
CCC(C)NC(=O)NS(=O)(=O)c1ccccc1Cl (configuration not stated),13%
O=C(NCc1ccccn1)C(=O)N/N=C/c1ccc(F)cc1,17%
COC(=O)CCCC[C@@H]1SC[C@@H](NC(=O)c2ccccc2)[C@@H]1O,1%
COc1ccc(N(CC(O)CN2CCCCC2)S(=O)(=O)c2ccccc2)cc1 (configuration not stated),4%
CC1=C(C#N)c2nc(N)c(C#N)c(C)c2/C1=C/c1ccc(-c2ccc([N+](=O)[O-])cc2)o1,7%
CCOc1cc(C(=O)Nc2ccc(Br)cc2F)cc(OCC)c1OCC,7%
COc1ccc(C)cc1N(CC(=O)NCCSCc1ccccc1)S(C)(=O)=O,27%
Cc1ccccc1N1CCN(Cc2cccc3ccccc23)CC1,11%
CCC1C(=O)N(c2nc(-c3ccc(I)cc3)cs2)N=C1C (configuration not stated),15%
Cc1cccc(OCC(=O)NC(C)c2ccccc2)c1 (configuration not stated),9%
Cc1ccc(/C=N/NC(=O)c2ccc(-c3ccccc3)cc2)o1,8%
N/C(=N\OC(=O)c1ccc(Br)cc1)c1ccccn1,2%
CCOC(=O)C1C(=O)C=C(c2ccccc2)CC1c1ccccc1 (configuration not stated),24%
COc1cc(-c2nc3sc4c(c3c(=O)[nH]2)CCCC4)ccc1OCC(=O)O,5%
CSc1ccc(S(=O)(=O)N(CC(=O)NC2CCCCC2)c2ccc(C)cc2)cc1,13%

Continued:
SMILES | RNase H inhibition
CCCOc1ccc(/C=N/Nc2nc(C)cc(-c3ccccc3)n2)c(O)c1 | 1%
CCCOc1cccc(-c2nc3ccc(Cl)cc3c(=O)o2)c1 | 9%
N#C/C(=C/c1ccc(Sc2nc3ccccc3[nH]2)o1)c1nc2ccccc2[nH]1 | 31%
CN1C(=O)/C(=C/c2ccc(-c3ccc([N+](=O)[O-])cc3)o2)SC1=S | 15%
O=c1c2c(nc3cc(-c4cccc(F)c4)[nH]n13)CCCC2 | 3%
CCOc1cc(C=C2C(=O)OC(C)(C(C)(C)C)OC2=O)ccc1OCc1ccc([N+](=O)[O-])cc1 (configuration not stated) | 14%
Cc1ccc(S(=O)(=O)N(CC(O)CN2CCCCC2)c2ccccc2)cc1 (configuration not stated) | 8%
O=C(COc1ccc(Cl)cc1)NC1C2CC3CC(C2)CC1C3 (configuration not stated) | 6%
COc1ccc(N2C(=O)NC(=O)/C(=C\c3cc(Cl)c(OC)c(Cl)c3)C2=O)cc1 | 15%
COc1ccc(N(CC(=O)Nc2ccc(C(C)C)cc2)S(=O)(=O)c2ccccc2)cc1Cl | 2%
Cc1c(NC(=O)Cc2ccccc2)c(=O)n(-c2ccccc2)n1C | 7%
CCOc1ccc(C(=O)Nc2cc(-c3nc4ccccc4s3)ccc2Cl)cc1Cl | 14%
CCC(C)(C)C1CCc2c(sc(N)c2C(N)=O)C1 (configuration not stated) | 18%
CSc1ccc(S(=O)(=O)NCc2ccccc2C)cc1 | 18%
COc1ccc(C(=O)N2CCN(Cc3cccc(C)c3)CC2)cc1OC | 2%
C=CCc1ccccc1OCc1nnc(NC(=O)Nc2ccc(OCC)cc2)s1 | 34%
CC1=NOC(=O)/C1=C\c1ccc(OCc2ccc(Cl)cc2)cc1 | 4%
CC(=O)/C(CN1CCCCC1)=N/O | 17%
CC1=C(C)CC(C(=O)NCCc2ccccc2)C(C(=O)O)C1 (configuration not stated) | 3%
COc1ccc(OC)c(N(CC(=O)N(Cc2ccccc2)Cc2ccccc2)S(C)(=O)=O)c1 | 6%
O=C(NC12CC3CC(CC(C3)C1)C2)c1ccccc1I | 11%
O=C(Nc1cccc(-c2nc3ncccc3o2)c1)c1cc2ccccc2o1 | 10%
N#Cc1c(N)nc(SCc2ccccc2)c(C#N)c1-c1cccs1 | 34%
Cc1cccc(/C=N/N2CCN(Cc3cccc4ccccc34)CC2)c1 | 4%
CC(=O)Nc1nonc1-c1nc2ccccc2n1Cc1ccccc1 | 28%
CCOc1cc(C(=O)NC(=S)Nc2cccc(C(C)=O)c2)cc(OCC)c1OCC | 23%
C=CCn1cc(C)c(=O)n(CC(C)C)c1=O | 38%
Cc1ccc(C(=O)NC(=S)Nc2ccccc2Cl)cc1C | 19%
CCC(=O)c1ccc2c(c1)c1cc(C(=O)CC)ccc1n2C | 14%
CCOc1cc(C=C2C(=O)NC(=O)NC2=O)ccc1OCc1c(C)no[n+]1[O-] | 6%
CN(C)CCN1C(=O)C(=O)/C(=C(/O)c2ccccc2)C1c1ccc(Br)cc1 (configuration not stated) | 14%
CC(C)c1ccc(/C=N/N2CCN(c3ccccn3)CC2)cc1 | 18%
O=C(/C=C/Nc1cc(Cl)ccc1O)c1ccc(Br)cc1 | 17%
Cc1cccc(CC2CC(=O)N(c3ccc(Cl)c(Cl)c3)C2=O)c1 (configuration not stated) | 2%
O=C(CN(c1cccc(Br)c1)S(=O)(=O)c1ccccc1)Nc1ccccc1 | 6%
CCOC(=O)C1=C(C)NC(=S)NC1c1ccc(O)cc1 (configuration not stated) | 15%
COc1ccccc1C(=O)Oc1ccc2oc(=O)sc2c1 | 12%
CCc1c(C)nn2cn[n+](Cc3ccc(Cl)cc3)c2c1[O-] | 12%
Cc1ccc(N2C(=O)NC(=O)/C(=C\c3ccc(C)s3)C2=O)cc1 | 24%
CCCCOc1ccc(-c2cc(=O)oc(-c3ccc(Cl)cc3Cl)n2)cc1 | 17%
CC1=NN(c2nc(-c3ccc(Cl)c(Cl)c3)cs2)C(=O)C1 | 26%
CCc1ccc(NC(=O)c2ccc(C(C)C)cc2)cc1 | 7%
CC(C)(C)C(=O)/C=C(N)\C=C\c1ccccc1 | 10%
CCOC(=O)c1ccc(N2NC(=O)/C(=C/c3ccc(Br)cc3)C2=O)cc1 | 13%
COC(=O)c1ccc(/C=N/NC(=O)c2cccnc2)cc1 | 2%

Single entries from the entries so far.
`CC(C)c1ccc(/C=N/N2CCN(c3ccccn3)CC2)cc1` | RNase H inhibition = 18%
`COc1ccccc1C(=O)Oc1ccc2oc(=O)sc2c1` | RNase H inhibition = 12%

Additional results:
SMILES | RNase H inhibition
O=C(Nc1ccccc1Br)c1ccccc1[N+](=O)[O-] | 13%
CCNC(=O)CC1S\C(=N/N=C/C=C/c2ccccc2)NC1=O (configuration not stated) | 4%
CC1C(=NO)C(C)C(c2ccccc2)NC1c1ccccc1 (configuration not stated) | 0%
Cc1ccc2c(c1)c1c3n2CCN(CCC#N)C3CCC1 (configuration not stated) | 3%

Bioassay records deposited in PubChem BioAssay by MTDP.

This is a subset, so the mix of outcomes need not match the whole.
